TexasRed fluor = Texas Red fluorescence interference in TRb-SRC2 counter-screen | TRb/SRC2 Texas Red total fluorescence interference | Potency, µM (series often up to 106 µM), for inactives: top-dose fluorescence change, negative = quenching | 280,000 tested, 0.29% active; active means well fitted curve in either direction with a large enough effect; inconclusive means small, poorly fitted or top-dose-only effect
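Human TRβ ligand-binding domain (0.6 uM) and Texas Red SRC2 peptide (20 nM) in Tris buffer with 1 uM T3 and 5% DMSO were incubated with pinned compound for 5 hr at ambient temperature. Total fluorescence was computed as S + 2P (555/632 nm).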
TRb SRC2 PPI = inhibitors of human thyroid hormone receptor beta-SRC2 interaction; P10828; TRbeta-SRC2 peptide binding, fluorescence polarization; receptor liganded with 1 µM T3; Potency, µM (titrated, usually from 106 µM), inactives show top-dose activity change, negative = inhibition, usual class: inhibitors; 280,000 tested, 0.065% active;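 further: plate controls were bound peptide for no effect and peptide without receptor for full effect; nearly all actives have a fitted effect of over 50% in size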
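Each compound concentration gave % activity, normalized to unbound and bound Texas Red SRC2 controls, from polarization read after 5 hr ambient incubation with T3-loaded human TRb LBD.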
KDM4E inh = inhibitors of human JMJD2E histone demethylase. B2RXH2. 230,000 tested, 1.6% active. JMJD2E catalytic domain, FDH-coupled NADH fluorescence (FDH is formaldehyde dehydrogenase). Potency, µM (doses to about 57.1 µM), for the others: top-dose activity change, negative = inhibition, usual class: inhibitors. AID 2147; active means well fitted inhibition curve with a large enough effect, not every such curve was filed as active; inconclusive means small, poorly fitted or top-dose-only effect, or another doubt; inactive means no such curve, though single readings can be large or run the other way;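 further: 0% = wells with enzyme and -100% = buffer wells without enzyme; nearly all actives have a fitted effect of over 50% in size; many of its hits are not listed in these tables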
Target sequence (B2RXH2 1-337 limits assumed): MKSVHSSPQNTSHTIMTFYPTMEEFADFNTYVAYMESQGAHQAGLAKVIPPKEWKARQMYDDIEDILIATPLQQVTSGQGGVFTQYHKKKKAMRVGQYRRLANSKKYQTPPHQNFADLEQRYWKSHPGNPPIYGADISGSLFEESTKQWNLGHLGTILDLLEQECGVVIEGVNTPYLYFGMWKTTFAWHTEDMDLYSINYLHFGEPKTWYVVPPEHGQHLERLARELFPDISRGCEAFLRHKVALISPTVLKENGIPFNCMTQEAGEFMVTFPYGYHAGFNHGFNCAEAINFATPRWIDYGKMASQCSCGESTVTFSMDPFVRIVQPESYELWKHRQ
Tau fibril FP = inhibitors of human tau fibril formation. K18 P301L tau heparin fibrillization, Alexa594 FP, 6 h. Potency, µM (doses to about 57.7 µM), for the others: at the top dose activity, negative = inhibition, actives largely listed as inhibitors. 280,000 tested, 0.39% active. P10636; further: nearly all actives have a fitted effect of over 55% in size
Target sequence (P10636 561-689 P618L limits assumed): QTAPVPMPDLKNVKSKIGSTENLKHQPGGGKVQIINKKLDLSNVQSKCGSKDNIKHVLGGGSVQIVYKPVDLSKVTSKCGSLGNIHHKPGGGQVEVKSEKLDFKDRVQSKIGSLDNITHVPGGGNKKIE
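Compound effects on tau fibrillization are measured by Alexa 594 fluorescence polarization (ex 555, em 632 nm). K18 P301L tau is used at 15 uM with 0.24 uM labeled tracer, and 20 uM heparin induces aggregation over 6 hr at 37 C.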
Tau fibril ThT = blocks human tau fibril formation measured by thioflavin T; P10636; recombinant tau K18 P301L (four-repeat tau fragment), heparin-induced fibrillization, ThT fluorescence; Potency, µM (titrated, usually from 57.4 µM), without a hit: at the highest dose activity, negative = inhibition, actives largely listed as inhibitors; 270,000 tested, 2.1% active; AID 1460; further: nearly all actives have a fitted effect of over 55% in size
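Tau K18 P301L fragment (15 uM unlabeled plus 0.24 uM Alexa 594-labeled) in 100 mM sodium acetate pH 7 with compound, fibrillization induced by 20 uM heparin for 6 hr at 37 C. Thioflavin T (30 uM) added, fluorescence read after 1 hr (ex 450, em 510 nm).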
GoLoco inh red = blocks human Gai1 binding to RGS12 GoLoco peptide, red readout | Gai1:RGS12 GoLoco peptide FP, rhodamine, 10 min | AID 880 | 230,000 tested, 0.44% active | Potency, µM (series often up to 61.6 µM), without a hit: top-dose activity, negative = inhibition, most hits filed as inhibitors; active means well fitted inhibition curve with a large enough effect, not every such curve was filed as active; inactive means no such curve, though single readings can be large or run the other way; further: nearly all actives have a fitted effect of over 30% in size; many of its hits are not listed in these tables
Target sequence (P63096 whole entry, looked up): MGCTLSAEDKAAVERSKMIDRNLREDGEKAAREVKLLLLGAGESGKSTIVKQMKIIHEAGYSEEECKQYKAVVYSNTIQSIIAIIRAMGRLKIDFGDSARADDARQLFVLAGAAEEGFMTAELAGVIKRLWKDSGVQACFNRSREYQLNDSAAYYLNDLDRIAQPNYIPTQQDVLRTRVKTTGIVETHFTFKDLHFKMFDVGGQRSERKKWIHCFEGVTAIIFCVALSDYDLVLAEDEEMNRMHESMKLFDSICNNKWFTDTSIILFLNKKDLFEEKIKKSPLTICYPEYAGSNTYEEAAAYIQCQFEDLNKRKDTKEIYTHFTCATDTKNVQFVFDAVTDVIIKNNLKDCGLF
RECQ1 helicase = RECQ1 (human) helicase inhibition; RECQ1 DNA unwinding, red fluorescence kinetic read; Potency, µM (highest dose often 57.3 µM), inactives show at the top dose activity, negative = inhibition, hits mostly inhibitors; 240,000 tested, 0.54% active; AID 2549;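 further: plate controls were vehicle for no effect and no enzyme for full effect; nearly all actives have a fitted effect of over 30% in size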
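50 nM RECQ1T1 preincubated 15 min with compound in Tris pH 8.0 buffer with MgCl2, DTT, Tween-20 and 2.5 ug/ml poly(dI-dC); started with 200 nM TAMRA/BHQ-2 forked duplex and 2 mM ATP. Unwinding read as fluorescence (525/598 nm), two reads 2 h apart.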
L3MBTL1 block = L3MBTL1 (human) inhibition. Q9Y468. AlphaScreen L3MBTL1–H3K9me1 peptide binding. Potency, µM (series often up to 57.1 µM), inactives show top-dose activity, negative = inhibition, usual class: inhibitors. 230,000 tested, 0.66% active; further: nearly all actives have a fitted effect of over 60% in size
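AlphaScreen proximity signal between nickel-chelate acceptor and streptavidin donor beads (final 10 ug/mL) reports binding of 50 nM L3MBTL1 to 75 nM biotin-H3 K9me1 peptide; complex incubated with compounds 30 min at room temperature; cefsulodin titration as control.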
* marks the source's active call; other numbers are inactive results; i = inactive; u = inconclusive; x = no result given; [ ] = remark or other dose. Unless noted, the call rests on the fitted dose curve; in most records, active means well fitted curve in the direction sought with a large enough effect; inconclusive means small, poorly fitted or top-dose-only effect, or another doubt; inactive means no such curve, though single readings can be large; an effect the other way counts as inactive or inconclusive. Unless noted, on the % scale 0 is the no-effect control and ±100 the full control effect; potency means the concentration at half of the fitted maximal effect.

Compound	GoLoco inh red	TexasRed fluor	Tau fibril ThT	RECQ1 helicase	KDM4E inh	L3MBTL1 block	TRb SRC2 PPI	Tau fibril FP
Cc1ccc(OCc2ccc(C(=O)Nc3nccs3)o2)cc1	-1%	-3%	-5%	i	-9%	1%	-6%	-8%
COc1ccc2c(c1OC)OCC(c1ccc(OC)c(OC)c1OC)C2 (stereo not given)	-3%	-5%	-7%	i	1%	x	-2%	-14%
CCOc1ccccc1NC(=O)c1c(NC(=O)COc2ccccc2)sc2c1CCCCC2	x	2%	-4%	x	x	x	-8%	5%
Clc1cccc(Oc2ncccn2)c1	3%	1%	5%	-7%	7%	12%	-8%	0%
Cc1ccc(N2CC(C(=O)OCc3ccc([N+](=O)[O-])cc3)CC2=O)cc1 (stereo not given)	-10%	-1%	u	-1%	-3%	x	4%	5%
Cc1ccc2[nH]c3c(=O)n(CC(=O)N4CCN(c5ccccc5F)CC4)ncc3c2c1	x	2%	-1%	x	x	x	4%	-4%
O=C(O)C(c1ccccc1)C(c1ccccc1)c1ccccc1 (stereo not given)	7%	-3%	-5%	-2%	0%	x	-6%	-1%
CCCN1C(=O)C(NC(=O)c2ccncc2)(C(F)(F)F)C2=C1CC(C)(C)CC2=O (stereo not given)	4%	-1%	-9%	0%	-1%	x	-10%	-5%
COc1ccc2cc(CNc3ccc(OC)c(OC)c3)c(=O)n(CC(=O)Nc3ccccc3F)c2c1	x	0%	u	x	x	x	-2%	u
Cc1ccc2nc(NC(=O)c3cccc(-c4cc5ccccc5oc4=O)c3)sc2c1	5%	2%	-13%	6%	-23%	-4%	3%	u
CC(C)CCN(C(=O)Nc1ccc(Cl)c(Cl)c1)C(C)c1cccs1 (stereo not given)	x	-1%	0%	x	x	x	5%	u
O=C(OCC(=O)N1CCN(C(=O)c2ccco2)CC1)c1ccccc1O	2%	-7%	-4%	3%	-5%	x	-2%	1%
O=C(Nc1ccc(F)cc1)c1cccnc1NCCc1ccccc1	9%	-2%	-4%	-2%	u	47%[activator]	-6%	13µM*
Nn1c(Cc2cccc3ccccc23)nnc1SCCOc1ccc(Br)cc1	4%	-1%[53 µM]	15%	-1%	-2%	0%	5%[53 µM]	-4%
C[C@@H]1NC(=O)c2cc([N+](=O)[O-])cc(I)c2OCC[C@@H](C(N)=O)NC(=O)[C@H](CCCCN)NC1=O	2%	-3%	-13%	i	2%	2%	-9%	-4%
CC(C)(CC(=O)NCc1ccc(Cl)cc1Cl)CC1=NS(=O)(=O)c2ccccc2N1	x	-2%	7%	x	x	x	-2%	-11%
COc1ccc(NC(=O)CC2C(=O)N(c3ccc(C)cc3)C(=O)N2C2CCCC2)cc1 (stereo not given)	x	0%	-5%	x	x	x	2%	8%
O=C(Nc1ccccc1-c1ccccc1)c1ccc(Br)o1	2%	-1%	u	-7%	-1%	x	0%	-12%
N#Cc1c(=O)c2nc(NCCCO)ncc2n2c(=O)c3ccccc3[nH]c12	2%	-20%	u	-14%	u	10µM*	-13%	-4%
CSc1nncn1/N=C/c1ccccc1F	-5%	-1%	-9%	-4%	2%	x	0%	5%
Cc1nn(Cc2ccc([N+](=O)[O-])cc2)c(=O)n1-c1ccccc1Cl	5%	-1%	-4%	1%	5%	14%	-2%	4%
Cn1c(=O)oc2cc(S(=O)(=O)N3CCCC(C(=O)Nc4nccs4)C3)ccc21 (stereo not given)	-2%	0%	-8%	-5%	5%	x	-2%	1%
COc1cc(OC)c(C(=O)NCc2cccnc2)cc1OC	2%	1%	-5%	u	-23%	x	-2%	3%
CC1CCN(C(=O)c2ccc(S(=O)(=O)Cc3cc(F)ccc3F)c([N+](=O)[O-])c2)CC1	-9%	-1%	-18%	-2%	4%	5%	5%	-4%
Cc1cc(C)cc(NC(=S)/N=C(\N)Nc2nc(C)c3ccccc3n2)c1	10%	-1%	u	-4%	-7%	-6%	2%	7%
COC(=O)c1ccccc1NC(=O)c1ccc(Cn2cc(Cl)cn2)o1	1%	2%	-4%	i	u	-2%	2%	-4%
CCOC(=O)N1CCC2(CC1)CC(=O)c1cc(O)ccc1O2	5%	-1%	-7%	-8%	0%	1%	-6%	-5%
CC(=O)N(C)c1ccc(NC(=S)NCC(C)C)cc1	3%	-2%	2%	i	-2%	34%[11.4 µM]	-7%	-3%
O=C(Cn1c(SCC(=O)Nc2ccc(F)cc2)nc2ccccc21)NCc1ccc(F)cc1	x	-1%	2%	x	x	x	1%	-6%
COc1ccccc1NS(=O)(=O)c1cc(NC(=S)NCCN2CCOCC2)ccc1N1CCOCC1	-10%	0%	-16%	i	-19%	-15%	2%	-4%
COc1ccc(C(C(=O)NC(C)(C)C)N(CC2CCCO2)C(=O)CCC(=O)Nc2cc(C)on2)cc1 (stereo not given)	-28%	1%	6%	0%	-3%	x	9%	-2%
COC(=O)c1sc2c(c1C)c(=O)n(-c1ccccc1)c(=O)n2CC(=O)Nc1cccc(C)c1	x	-1%	12%	x	x	x	6%	u
Cc1ccc(C)c(NC(=O)C2CCCN(c3nc4ccccc4s3)C2)c1 (stereo not given)	x	1%	2%	x	x	x	-6%	7%
CC(C)NC(=O)CCc1nnc(Cc2cccc(C(F)(F)F)c2)o1	-2%	0%	-6%	-6%	-6%	4%	-1%	-4%
COc1ccc(NC(=O)c2cc(-c3ccccc3OC)on2)cc1	-6%	1%	x	-17%	-8%	9%	-11%	x
CCOC(=O)C1(Cc2cccc(OC)c2)CCCN(C(=O)CCc2cccnc2)C1 (stereo not given)	17%	u	-9%	-4%	u	-4%	3%	4%
CCSc1nnc(NC(=O)c2ccc3ccccc3n2)s1	14%	-6%	u	13%	-3%	7%	-2%	12%
CCC(=O)N1CCc2cc(S(=O)(=O)NC(Cc3ccccc3)C(=O)NCc3ccccc3OC)ccc21 (stereo not given)	x	-2%	1%	x	x	x	5%	-10%
NC(=O)[C@H]1CC2(CC(c3cccc(NC(=O)CC(c4ccccc4)c4ccccc4)c3)=NO2)CN1C(=O)CC(c1ccccc1)c1ccccc1 (stereo not given in full)	30%[activator]	-3%	-10%	-12%	u	x	5%	-8%
CCOC(=O)COc1ccc2c(=O)c(-c3ccc(OC)c(OC)c3)c(C(=O)OCC)oc2c1	12%	-3%	-15%	8%	-8%	8%	3%	2%
Cn1cnc2c1c(=O)n(Cc1ccc(F)cc1Cl)c(=O)n2C	10%	1%	-2%	i	-4%	-3%[11.4 µM]	-2%	-2%
Cc1ccc(/C=C/C(=O)NCc2ccc3c(c2)OCO3)o1	-6%	-1%	-7%	i	-6%	6%	10%	-3%
Cc1ccc(NC2(c3ccccc3)C(=O)c3ccccc3C2=O)cc1F	x	0%	-17%	x	x	x	1%	-6%
O=C(Nc1cccc(-c2cnc3ccccc3n2)c1)c1cccc(NC(=O)c2ccco2)c1	0%	-8%	u	u	-28%	x	0%	u
CN(C)C(=O)NCc1ccc(S(N)(=O)=O)cc1	-5%	-2%	2%	-1%	-4%	-1%	-15%	4%

Part of the list above, set out differently.
Values run as follows: GoLoco inh red | TexasRed fluor | Tau fibril ThT | RECQ1 helicase | KDM4E inh | L3MBTL1 block | TRb SRC2 PPI | Tau fibril FP
- CCOC(=O)COc1ccc2c(=O)c(-c3ccc(OC)c(OC)c3)c(C(=O)OCC)oc2c1
    12% | -3% | -15% | 8% | -8% | 8% | 3% | 2%
- CCSc1nnc(NC(=O)c2ccc3ccccc3n2)s1
    14% | -6% | u | 13% | -3% | 7% | -2% | 12%

Later entries.
Compound	GoLoco inh red	TexasRed fluor	Tau fibril ThT	RECQ1 helicase	KDM4E inh	L3MBTL1 block	TRb SRC2 PPI	Tau fibril FP
COC(=O)[C@H](CCSC)NC(=O)Nc1cc(OC)cc(OC)c1	2%	-2%	-5%	0%	4%	-15%	-6%	-8%
O=C(CN(c1ccc2c(c1)OCCO2)S(=O)(=O)c1ccccc1)NCc1ccc(Cl)cc1	6%	-2%	1%	-7%	4%	1%	-2%	-5%
COc1ccc2oc(C(=O)OCC(=O)/C(C#N)=C(\C)N)c(C)c2c1	5%	-2%	-1%	i	u	1%	-2%	-7%
C=CCn1c(=O)n2ncnc2c2c3c(sc21)CCCC3	21%	0%	-18%	-13%	0%	x	-2%	-1%
COc1cc(NC(=O)c2cccs2)ccc1NC(=O)c1ccco1	7%	0%	u	4%	-2%	9%[11.4 µM]	0%	0%
Cc1nn(C(C)(C)C)c(OC(=O)c2ccco2)c1Sc1ccccc1	-1%	-4%	u	-2%	5%	3%	6%	-1%
C=C(C)C(=O)Oc1ccc(N2C(=O)CCC2=O)cc1	-26%	0%	x	-8%	9%	x	-8%	-15%
CN(C)c1ccc(CNC(=O)c2cccc(NC(=O)N3CCSc4ncccc43)c2)cc1	x	-2%	-1%	x	x	x	-1%	2%
CCc1ccc(NC(=O)CSc2nnc(-c3cnccn3)n2Cc2ccco2)cc1	-8%	-2%	-16%	3%	4%	x	-5%	5%
O=C(Cn1c(=O)c(=O)n(Cc2ccccc2)c2ccc(Cl)cc21)NCC1CCCO1 (stereo not given)	2%	-4%	-1%	8%	u	9%	-4%	7%
CCOc1ccc(NC(=O)c2ccc(-c3cccc(Cl)c3C)o2)cc1	x	-17%	u	x	x	x	3%	-10%
Cc1ccc(-c2nn3c(-c4ccco4)nnc3c3ccccc23)cc1S(=O)(=O)N1CCOCC1	0%	-3%	3%	i	-4%	2%	0%	8%
CCS(=O)(=O)N1Cc2ccccc2CC1C(=O)Nc1ccc(NC(C)=O)cc1 (stereo not given)	-34%	0%	-16%	16%	8%	x	-2%	6%
CC(C)(C)c1cc(C(=O)NNC(=O)Nc2ccccc2)n(Cc2ccccc2)n1	6%	0%	-4%	-4%	-6%	0%	3%	-11%
COc1ccc(NS(=O)(=O)c2cc(NC(=O)c3sccc3C)ccc2N2CCOCC2)cc1	4%	-7%	-11%	i	-10%	-4%	4%	2%
CCOc1cc(/C=C/c2cc(C(F)(F)F)[nH]c(=O)n2)ccc1O	34%[activator]	-3%	14µM*	-6%	u	-4%	-1%	-8%

These rows are one share of the data (hit frequency here may not be typical).
